tuberculosis growth = growth inhibition of non-replicating M. tuberculosis (AID 488890); Mycobacterium tuberculosis non-replicating, growth inhibition; higher % means a stronger effect; inhibition, % at 25 µM; hits with a dose series show IC50 in µM; 320,000 tested, 0.39% active; in the data active means a potency from the dose series; inconclusive means inhibition mostly from about 82% at the one dose, without a potency; inactive means the rest, 99 in 100 with inhibition below about 76%;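 further: plate controls were DMSO cells for no effect and high antibiotic wells for full effect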
Salmonella PhoP GFP = PhoP regulon inhibitors, Salmonella typhi PhoP promoter GFP reporter, confirmatory (AID 1850). Salmonella Typhi PhoP-promoter GFP reporter, fluorescence, 4 h; higher % means a stronger effect. inhibition, % at 50 µM, or IC50 in µM where a hit was titrated. 310,000 tested, 0.33% active; in the data active means a potency from the dose series; inconclusive means inhibition mostly from about 25% at the one dose, without a potency; inactive means the rest, 99 in 100 with inhibition below about 19%;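 further: 0% = induced wells with vehicle and 100% = uninduced wells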
M. tuberculosis HTS = M. tuberculosis growth inhibition, HTS (AID 449762); M. tuberculosis H37Rv growth inhibition, 7H9 media; higher % means a stronger effect; inhibition, % at 25 µM, or IC50 in µM where a hit was titrated; 330,000 tested, 0.59% active; in the data active means a potency from the dose series; inconclusive means inhibition above about 70% without an active follow-up result;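 further: bacterial growth assessed after seven days of incubation; strong numbers were not always called active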
VEEV TC-83 Vero = inhibitors of VEEV TC-83 cytopathic effect, confirmation, Vero cells (AID 588727). Vero cells, VEEV TC-83 cytopathic effect inhibition; higher % means a stronger effect. one-dose inhibition, % at 20 µM; IC50 in µM for titrated hits. 350,000 tested, 0.13% active; in the data active means a potency from the dose series; inconclusive means inhibition mostly from about 14% at the one dose, without a potency; inactive means the rest, 99 in 100 with inhibition below about 12%; further: strong numbers were not always called active
H1N1 NS1A inhibition = H1N1 influenza NS1A inhibitors, functional cell based assay (AID 504329) | 340,000 tested, 0.3% active | inhibition, % at 12.5 µM, or IC50 in µM where a hit was titrated | NS1A functional cell-based assay, percent inhibition; higher % means a stronger effect; in the data active means a potency from the dose series; inconclusive means inhibition above about 27% without an active follow-up result; further: strong numbers were not always called active
VEEV TC-83 Vero 10K pilot screen = also measured in VEEV TC-83 Vero; calls as there; inhibition, %; measured here: 10K pilot screen inhibition
* marks the source's active call; other numbers are inactive results; i = inactive; ? = inconclusive; . = not tested or not shown.

SMILES	tuberculosis growth	Salmonella PhoP GFP	M. tuberculosis HTS	VEEV TC-83 Vero	H1N1 NS1A inhibition	others
CN(C)c1ccsc1C(=O)NNS(=O)(=O)c1ccc(Cl)cc1	1%	4%	-8%	0.1%	-8%
COc1ccc(CCN2CCCC(CN(C)C(=O)c3cc(C)oc3C)C2)cc1 (stereo not drawn)	8%	-1%	2%	0.6%	-6%
COc1ccc(CN2CCCC2C(=O)Nc2ccc(OC)c(OC)c2)cc1OC (stereo not drawn)	-6%	10%	6%	i	7%
CCOc1cccc(=NC2CCCCC2)c2c(C)n(C)c(C)c12	?	11%	30%	i	.
Cc1ccc(C(=O)NNC(=O)C2CCN(Cc3ccc(Cl)c(Cl)c3)CC2)cc1	-1%	-8%	-5%	0.2%	2%
c1cn2cc(-c3ccc4c(c3)OCO4)nc2s1	76%	4%	-4%	2.5%	1%
COc1cc(NC(=O)C/C(C)=N/NC(=O)c2ccccn2)c(OC)cc1Cl	.	13%	3µM*	i	5%
CCOC(=O)CSc1cc(CS(C)(=O)=O)nc(-c2ccccn2)n1	3%	-9%	7%	0.7%	4%
O=C(Cc1ccc(Br)cc1)Nc1ccccc1N1CCCC1	39%	-7%	6%	5.3%	0%
Cc1cccc(-n2ncc3c2CCCC3NC(=O)Cn2cccn2)c1C (stereo not drawn)	22%	0%	1%	1.9%	23%
CCOC(=O)c1oc2ccc(OC)cc2c1NC(=O)CN1CCN(C)CC1	5%	9%	-2%	1.8%	13%
O=C(CN(C(=O)c1csnn1)c1ccccc1)NCc1ccc2c(c1)OCO2	-3%	-38%	5%	i	-3%
O=C(NC1CCCCCCC1)c1ccc(S(=O)(=O)N2CCCC2)cc1	50%	11%	-2%	5.2%	-19%
COc1cc2ccccc2cc1C(=O)NCC(c1cccs1)N(C)C (stereo not drawn)	12%	4%	-1%	5.1%	-3%
CN1CCN(CC(O)COc2ccc(OCC(O)CN3CCN(C)CC3)cc2)CC1 (stereo not drawn)	-19%	3%	-10%	0.2%	5%

Gathered by group, the entries above with sulfur.
SMILES	tuberculosis growth	Salmonella PhoP GFP	M. tuberculosis HTS	VEEV TC-83 Vero	H1N1 NS1A inhibition	others
CN(C)c1ccsc1C(=O)NNS(=O)(=O)c1ccc(Cl)cc1	1%	4%	-8%	0.1%	-8%
c1cn2cc(-c3ccc4c(c3)OCO4)nc2s1	76%	4%	-4%	2.5%	1%
CCOC(=O)CSc1cc(CS(C)(=O)=O)nc(-c2ccccn2)n1	3%	-9%	7%	0.7%	4%
O=C(CN(C(=O)c1csnn1)c1ccccc1)NCc1ccc2c(c1)OCO2	-3%	-38%	5%	i	-3%
O=C(NC1CCCCCCC1)c1ccc(S(=O)(=O)N2CCCC2)cc1	50%	11%	-2%	5.2%	-19%
COc1cc2ccccc2cc1C(=O)NCC(c1cccs1)N(C)C (stereo not drawn)	12%	4%	-1%	5.1%	-3%

Continued.
SMILES	tuberculosis growth	Salmonella PhoP GFP	M. tuberculosis HTS	VEEV TC-83 Vero	H1N1 NS1A inhibition	others
CCCc1cc(=O)n2[nH]c(-c3ccco3)nc2n1	-6%	-1%	0%	1.1%	1%
CC1CCN(S(=O)(=O)c2cccc(C(=O)NCc3ccco3)c2)CC1	3%	-6%	0%	i	1%
O=C(NNS(=O)(=O)c1ccc([N+](=O)[O-])cc1)c1cnn(-c2ccccc2)c1-n1cccc1	28%	-13%	.	3.1%	-11%
CC(=O)OCC(=O)C1(O)CCC2C3CC(F)C4=CC(=O)CCC4(C)C3C(=O)CC21C (stereo not drawn)	.	.	.	0.7%	1%
CS(=O)(=O)N(CC(=O)NCCSCc1c(F)cccc1Cl)c1ccc2c(c1)OCO2	8%	-6%	-5%	1.5%	-2%
COC(CNC(=O)C1CCCN(S(=O)(=O)c2c(C)noc2/C=C/c2cccs2)C1)OC (stereo not drawn)	3%	-10%	1%	3.3%	10%
CCN1C(=NCCc2c[nH]c3ccccc23)N[C@@H](c2ccccc2)[C@H](C(=O)OC)[C@H]1C	43%	0%	-2%	1.2%	6%
CC(O)C(NC(=O)OCc1ccccc1)C(=O)OCc1ccccc1 (stereo not drawn)	34%	.	-7%	i	-4%
CN(C)CCCN1CC(=O)N2[C@@H](Cc3c([nH]c4ccccc34)C2(C)C)C1=O	-18%	-3%	-5%	0.2%	0%
COc1cc(C(=O)NCCCN2CCCC2=O)cc(OC)c1OC	-10%	5%	1%	2.5%	4%
O=C(CCNC(=O)c1ccco1)NNC(=O)c1ccc(Br)cc1	.	.	.	i	4%
[S-]c1nnc(-c2ccc(Br)cc2)n1-c1ccccc1.[Zn+2]	0%	-3%	-7%	0.7%	-4%
COc1ccc(-c2nc3cc(C)ccn3c2NC(=O)c2ccccc2OC)cc1	-11%	2%	4%	8.1%	-5%
Cn1c(=O)cc(OCCCC(=O)NCCCN2CCN(Cc3ccccc3)CC2)c2ccccc21	13%	7%	13%	3.7%	-3%
Cc1c(-c2cccs2)[n+](=O)c2c(n1[O-])CCCCC2	6%	7%	-4%	4.2%	-3%
O=C(c1cccc2nc3ccccc3nc12)N1CCOCC1	-16%	15%	-14%	0.2%	-2%
C=CCNC(=O)c1sccc1Oc1ccc(F)cc1[N+](=O)[O-]	2%	-2%	25%	0.4%	-15%
CCCCNC(=S)NNc1c(Cl)cc(Cl)cc1Cl	?	-5%	6%	0.6%	0%
Oc1ccc(-c2nccc(-c3ccc(Cl)cc3)n2)cc1	60%	0%	?	4.6%	3%
S=c1[nH]nc(-c2cccs2)n1C1CCCCC1	-3%	-19%	0%	i	.
COc1ccc2nc(NCCO)[nH]c2c1	-2%	0%	-3%	0.3%	-3%
CN(CCC1CCOCC1)C(=O)CC1C(=O)NCCN1Cc1ccccc1F (stereo not drawn)	-6%	-7%	-3%	0.9%	12%
CSCC[C@H](NC(=O)OC(C)(C)C)c1nnc(SCc2cccc(F)c2)o1	8%	-2%	-2%	0.8%	-44%
CC1CCN(c2ccc([N+](=O)[O-])cn2)CC1	51%	-3%	5%	0.2%	-1%
CCCCC1N2CC3([N+](=O)[O-])CN1CC([N+](=O)[O-])(C2)C3(C)C (stereo not drawn)	-10%	-2%	6%	0.1%	-10%
CCN1C[C@@H]2[C@@H]3C(=O)N(Cc4ccccc4)C(=O)[C@@H]3[C@](Cc3ccccc3)(C(=O)OC)N2C1=NC	.	.	.	0.1%	-16%
COC(=O)c1cc(C(=O)OCC(=O)NCc2ccc3c(c2)OCO3)cc([N+](=O)[O-])c1	-8%	5%	-5%	1.0%	-1%
O=C(Cc1sc(-c2ccccc2)nc1-c1ccccc1)Nc1ccc(Cl)cc1	-2%	-20%	24%	i	-12%
Cc1cc(Cc2c(O)[nH]c(=S)[nH]c2=O)ccc1OC(C)C	-23%	-2%	-7%	0.2%	-4%
Cc1nc2cc(C(F)(F)F)ccc2n1C1CCN(Cc2nnnn2Cc2ccc3c(c2)OCO3)CC1	33%	-10%	96%	2.8%	15%
O=C(Cn1c2c(c(-c3ccccc3Cl)cc1=O)CCC2)NCCCN1CCOCC1	-5%	9%	-11%	i	3%
CCOc1ccc(NC(=O)CCCn2nc(C)c3c(C)n(-c4ccccc4)nc3c2=O)cc1	5%	-4%	-5%	1.5%	-12%
O=C(Nc1ccccc1-c1nnn(CC(=O)N2CCCc3ccccc32)n1)c1ccco1	24%	-9%	5%	10%	-4%
CCc1ccc(S(=O)(=O)N/N=C(/C)c2ccncc2)cc1	-6%	-11%	0%	1.1%	2%
Cc1[nH]n(-c2ccccc2)c(=O)c1N=Nc1c(Cl)cccc1Cl	-13%	-3%	-6%	0.3%	0%
CCCCn1c(N)c(N(CCC(C)C)C(=O)C2CSC3(C)CCC(=O)N23)c(=O)[nH]c1=O (stereo not drawn)	-17%	-1%	-6%	i	9%
COc1ccc(-n2c(SCC(=O)Nc3cccc(S(N)(=O)=O)c3)nc3ccccc3c2=O)cc1OC	7%	-1%	2%	?	6%
Cc1ccc(S(=O)(=O)NC(N)=NCCc2ccc(Cl)cc2)cc1	53%	-15%	0%	2.6%	-3%
Cc1ccc(C(=O)N2NC(c3ccccc3F)C3C(=O)N(c4cccc(C)c4)C(=O)C32)cc1 (stereo not drawn)	6%	-15%	-2%	0.6%	0%
COC(=O)[C@H]1C[C@@H](c2ccccc2)[C@H](C)C1(C)C	-16%	-28%	-2%	1.1%	-4%	VEEV TC-83 Vero 10K pilot screen=1.8
COc1ccccc1/C=C1/SC(=S)N(C(C)C(=O)NC2C=CS(=O)(=O)C2)C1=O (stereo not drawn)	-8%	-37%	2%	4.2%	7%
O=C(NC12CC3CC(CC(C3)C1)C2)c1cncc(O)c1	15%	13%	0%	9.5%	-5%
Cc1ccc(NS(=O)(=O)c2cccc(C(=O)O)c2)cc1S(=O)(=O)N1CCCCC1	-11%	-5%	-2%	4.7%	-23%
Cc1cccc(NC(=S)NC(=O)c2ccc(Br)o2)c1	?	1%	?	0.7%	-3%	VEEV TC-83 Vero 10K pilot screen=1.2
COc1ccc(Cl)cc1C(=O)OCC(=O)c1ccc[nH]1	?	.	64%	11%	0%
CCC(=O)Nc1ccc(Cl)c(NC(=S)NC(=O)c2ccco2)c1	45%	-9%	-3%	1.1%	-4%
O=c1c2ccc(Cl)cc2nc2n1CC/C2=C\c1cccc(O)c1	51%	-4%	63%	1.0%	-13%
COc1ccc(S(=O)(=O)N2CCC3(CC2)OCCN3S(=O)(=O)c2ccccc2)cc1OC	15%	8%	-6%	i	-1%
O=C(Nc1nccs1)c1ccc(COc2ccccc2Br)o1	77%	-7%	-1%	0.3%	5%
Cc1cc(CN(C)C(=O)c2ccc(OC3CCN(Cc4ccccn4)CC3)cc2)on1	-9%	2%	1%	2.7%	2%
COc1cc(NC(=O)COC(=O)/C=C/c2ccc(O)c(OC)c2)cc(OC)c1	30%	-5%	5%	3.4%	-4%
O=C(CSCCN1C(=O)c2ccccc2C1=O)Nc1ccc2ccccc2c1	15%	0%	62%	1.4%	12%
Cc1ccc(C(=O)NCC(=O)OCC(=O)NC(C)c2ccccc2)s1 (stereo not drawn)	-13%	-11%	-4%	0.2%	10%
O=C(c1ccc(N2CCOCC2)c([N+](=O)[O-])c1)N1CCN(Cc2ccccc2)CC1	-2%	8%	1%	3.4%	5%
CC1CC(C)CN(c2nc3c(c(=O)n(C)c(=O)n3C)n2CCSc2nc3ccccc3o2)C1 (stereo not drawn)	.	.	.	1.5%	7%
CCCCc1ccc(-c2ccc(Br)cc2)nc1	74%	-6%	-1%	1.3%	-2%
COC(=O)c1ccc(NC(=O)CSc2ccccc2)cc1	?	-7%	30%	2.2%	-7%
c1ccc(Nc2ccccn2)nc1	4%	-2%	4%	0.5%	-4%
CC(NC=O)c1nc2ccccc2n1CCc1ccccc1 (stereo not drawn)	-2%	6%	-5%	i	4%
Cc1cc(OCC(F)(F)C(F)(F)C(F)(F)C(F)(F)C(F)(F)C(F)F)nc(N)n1	12%	-5%	2%	3.9%	2%

(continued)
SMILES	tuberculosis growth	Salmonella PhoP GFP	M. tuberculosis HTS	VEEV TC-83 Vero	H1N1 NS1A inhibition	others
C#CCCOC(=O)N1C2=NC(C(=O)OC)=C(C(=O)OC)[C@@H]3N(C)c4ccccc4[C@]23C[C@H]1C(=O)OC	-6%	6%	2%	i	-12%
O=C(COC(=O)c1cccc(Br)c1)Nc1cccc2c1C(=O)c1ccccc1C2=O	-7%	0%	2%	1.5%	-14%
COc1ccc([C@H]2CC(=O)C=C(c3ccc(CNC(=O)OC(C)(C)C)cc3)C2)cc1	20%	.	?	4.7%	4%
CCC(C)N1C(=O)S/C(=C/c2ccc3c(c2)n(C)c(=O)n3C)C1=O (stereo not drawn)	65%	-3%	?	8.8%	6%
C=CCC[C@@H](Cc1ccc(F)cc1)C(=O)OC[C@@H](Cc1ccccc1)NC(=O)[C@H](CC=C)CC(=O)NCCO	26%	.	10%	1.3%	-13%
CN(C)C(/C=C/Nc1ccc([N+](=O)[O-])cc1)=C(C#N)C#N	2%	6%	2%	0.2%	2%	VEEV TC-83 Vero 10K pilot screen=0.7
C=CCOc1cccc(C2/C(=C(/O)c3ccc(F)cc3)C(=O)C(=O)N2CCN2CCOCC2)c1 (stereo not drawn)	4%	0%	-4%	1.7%	0%
Cc1ccc(S(=O)(=O)n2cc(-c3ccccc3)c3ccccc32)cc1	-6%	.	10%	2.6%	-16%

No new results follow: 2 of the compounds above.
SMILES	tuberculosis growth	Salmonella PhoP GFP	M. tuberculosis HTS	VEEV TC-83 Vero	H1N1 NS1A inhibition	others
CCC(C)N1C(=O)S/C(=C/c2ccc3c(c2)n(C)c(=O)n3C)C1=O (stereo not drawn)	65%	-3%	?	8.8%	6%
C=CCC[C@@H](Cc1ccc(F)cc1)C(=O)OC[C@@H](Cc1ccccc1)NC(=O)[C@H](CC=C)CC(=O)NCCO	26%	.	10%	1.3%	-13%

Screening results deposited in PubChem BioAssay by Southern Research Specialized Biocontainment Screening Center.
